High-throughput results as filed in PubChem BioAssay.
Nrf2 ARE act: qHTS of Nrf2 Activators; AID 624171, 2012; 410,000 tested, 0.31% active; Potency, µM (doses to about 46.1 µM), for inactives: top-dose activation, actives largely listed as activators; AREc32 ARE-luciferase reporter (MCF7-derived line), luminescence, 24 h; also: potency is read from the fitted curve at half-maximal effect; % of control where 0% means no effect; nearly all actives have a fitted effect of over 65% in size
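Quantitative high-throughput format: AREc32 reporter cells, 1000 per well, received compound by pin transfer and were incubated 24 hr at 37 deg C, 5% CO2, before Steady-Glo luminescence detection.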
Nrf2 block: Nrf2 qHTS screen for inhibitors | A549 ARE-Fluc reporter, luciferase luminescence, 18-24 h | Potency, µM (titrated, usually from 46 µM), for the others: at the top dose activity change, negative = inhibition, usual class: inhibitors | 360,000 tested, 2.1% active; also: potency is read from the fitted curve at half-maximal effect; % is scaled to controls: 0 for no effect and ±100 for the full control effect; nearly all actives have a fitted effect of over 60% in size
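Nrf2 activity is the BugLite luminescence, read 15 min after reagent at room temperature, following CellTiter-Fluor cytotoxicity readout (30 min, 37C). Compound titrations were applied for 18-24 h to 5000 A549 ARE_Fluc cells/well in 5% FBS OPTI-MEM.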
A549 tox: Nrf2 qHTS screen for inhibitors: counterscreen for cytotoxicity; A549 ARE-Fluc cells, CellTiter-Fluor viability, 18-24 h; Potency, µM (highest dose often 46 µM), for the others: at the top dose activity change, negative = cytotoxicity, usual class: inhibitors; 390,000 tested, 0.16% active; AID 504648, 2011; also: potency is read from the fitted curve at half-maximal effect; % is scaled to controls: 0 for no effect and ±100 for the full control effect
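Cytotoxicity counterscreen: CellTiter-Fluor fluorescence was measured in A549 ARE_Fluc cells after 18-24 h of compound exposure in a concentration series. The subsequent BugLite luminescent read reports ARE-luciferase activity.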
IL-2 act: qHTS of IL-2 Activators; IL-2 activation reporter assay, cell-based qHTS; stimulated with anti-CD3/CD4/CD28 beads; in transgenic mouse T cells; activation, % (series mostly up to about 46 µM); 360,000 tested, 0.065% active; AID 652025, 2013; in the data active = activation above about 50%; inconclusive = mostly about 30% to 49%; also: 0% is about no effect
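Unstimulated transgenic mouse T cells, 750 per well, received compound and, after 60 minutes, anti-CD3/anti-CD4 bead plus anti-CD28 stimulation. EGFP and DsRed were quantified after 18 hours.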
ATXN viability: Viability Counterscreen for Primary qHTS for Inhibitors of ATXN expression | AID 651635, 2014 | Potency, µM (highest dose often 56.7 µM), actives largely listed as cytotoxic | S2 cells (HEK-293 line with an ATXN2-luciferase reporter) viability, CellTiter-Fluor protease fluorescence, 24 h | 400,000 tested, 0.49% active; also: potency is read from the fitted curve at half-maximal effect; nearly all actives have a fitted effect of over 40% in size
HepG2 viability: qHTS for Inhibitors of TGF-b: Cytotox Counterscreen; HepG2 CAGA-GFP viability, ATP luminescence, 18 h; Potency, µM (doses to about 46.1 µM), without a hit: at the highest dose activity change, negative = cytotoxicity, most hits filed as cytotoxic; 410,000 tested, 0.76% active; AID 588856, 2011; also: potency is read from the fitted curve at half-maximal effect; some results filed as inactive show a strong effect at the top dose
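CellTiter-Glo luminescence gave cytotoxicity after 18 hours at 37 degrees C. The cells were HepG2 CAGA-GFP in 1% FBS DMEM, stimulated with 500 pg/mL TGF-beta after compound addition. %Activity was normalised to no-cell wells (complete cell-killing) and DMSO (no toxicity), and curves were fitted and classified.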
ATXN2 expr inh: Primary qHTS for Inhibitors of ATXN expression; Potency, µM (top dose mostly 57 µM), without a hit: top-dose activity change, negative = inhibition, usual class: inhibitors; 360,000 tested, 0.72% active; HEK-293 ATXN2-luciferase reporter, luminescence, 24 h; also: potency is read from the fitted curve at half-maximal effect; % is scaled to controls: 0 for no effect and ±100 for the full control effect; nearly all actives have a fitted effect of over 55% in size
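qHTS (up to 57 uM final) was run with 24 h compound exposure of reporter cells at 37 °C. Each well was multiplexed: SteadyGlo luminescence measured ATXN2-luciferase expression after a fluorogenic Gly-Phe-AFC viability readout (25 uM final).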
EPAC2 ag: qHTS for Agonist of cAMP-regulated guanine nucleotide exchange factor 4 (EPAC2): primary screen. Rap guanine nucleotide exchange factor 4 (Homo sapiens), Q8WZA2. EPAC2 activation, biochemical qHTS; response scale: 100% = 6.5 mM cAMP response. Potency, µM (highest dose often 154 µM), for the others: top-dose activation, most hits filed as activators. 360,000 tested, 0.079% active. AID 720711, 2013; also: potency is read from the fitted curve at half-maximal effect; nearly all actives have a fitted effect of over 50% in size
Target sequence (Q8WZA2 whole entry, looked up): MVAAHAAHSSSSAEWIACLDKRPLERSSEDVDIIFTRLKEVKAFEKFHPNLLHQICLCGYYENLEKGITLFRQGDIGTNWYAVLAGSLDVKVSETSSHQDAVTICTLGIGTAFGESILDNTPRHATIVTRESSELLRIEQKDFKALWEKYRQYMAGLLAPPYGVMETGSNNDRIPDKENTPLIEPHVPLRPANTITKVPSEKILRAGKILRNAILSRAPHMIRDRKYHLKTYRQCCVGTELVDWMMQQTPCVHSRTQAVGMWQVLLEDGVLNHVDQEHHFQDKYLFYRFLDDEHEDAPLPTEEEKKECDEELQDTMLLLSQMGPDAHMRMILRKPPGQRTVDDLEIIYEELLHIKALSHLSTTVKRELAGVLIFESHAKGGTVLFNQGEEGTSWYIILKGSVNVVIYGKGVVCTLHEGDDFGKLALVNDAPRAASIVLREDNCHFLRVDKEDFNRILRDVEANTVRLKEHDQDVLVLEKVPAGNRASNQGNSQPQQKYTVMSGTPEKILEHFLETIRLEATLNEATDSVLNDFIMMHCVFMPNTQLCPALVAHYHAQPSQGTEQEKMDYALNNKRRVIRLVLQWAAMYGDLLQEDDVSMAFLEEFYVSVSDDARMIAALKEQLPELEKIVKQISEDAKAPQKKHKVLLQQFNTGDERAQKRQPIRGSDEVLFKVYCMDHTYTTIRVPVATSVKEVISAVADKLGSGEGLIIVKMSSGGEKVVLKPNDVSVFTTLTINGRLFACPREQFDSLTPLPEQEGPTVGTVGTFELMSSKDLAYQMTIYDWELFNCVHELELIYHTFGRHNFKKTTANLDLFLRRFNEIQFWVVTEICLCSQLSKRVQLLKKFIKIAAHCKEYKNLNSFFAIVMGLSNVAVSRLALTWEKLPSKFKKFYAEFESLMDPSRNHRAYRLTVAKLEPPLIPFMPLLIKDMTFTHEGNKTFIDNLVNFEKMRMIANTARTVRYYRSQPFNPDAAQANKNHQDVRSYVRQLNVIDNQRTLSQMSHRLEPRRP
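Compounds were added across a concentration range to EPAC2 (100 nM), RAP1B-BODIPY-GDP (250 nM) and GDP (50 uM). After 5 min at room temperature, fluorescence was recorded at 5-min intervals for 30 min.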
TGFb SMAD3 inh: qHTS for Inhibitors of TGF-b; HepG2 CAGA-GFP TGF-b/SMAD3 reporter, GFP fluorescence, 18 h; TGF-beta stimulated, 500 pg/mL final; Potency, µM (series often up to 46.1 µM), for the others: at the highest dose activity, negative = inhibition, hits mostly inhibitors; 410,000 tested, 1.2% active; AID 588855, 2011; also: potency is read from the fitted curve at half-maximal effect; % is scaled to controls: 0 for no effect and ±100 for the full control effect; nearly all actives have a fitted effect of over 65% in size
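First, reporter cells (HEPG2 CAGA-GFP) rested 2 h at 37 degrees C. Next, compounds were pinned in and TGF-beta added to 500 pg/mL final. After 18 h, GFP was imaged per cell and summed per well.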
The depositor's hits bear a star; i = inactive; ? = inconclusive; . = not tested or not shown; [ ] = another dose, or the depositor's remark. Unless noted, calls follow the shape of the dose curve; as a rule, active = well fitted curve in the direction sought with a large enough effect; inconclusive = small, poorly fitted or top-dose-only effect, or another doubt; inactive = no such curve, though single readings can be large; an effect the other way counts as inactive or inconclusive. No enrichment for hits; any-hit rate near 4.3%.

1. N=c1c2c3c(sc2ncn1CCN1CCOCC1)CCCC3
2. OC(c1ccc(F)cc1)c1ncc(-c2ccc3ccccc3c2)[nH]1 (stereo not drawn)
3. COc1cccc(OC)c1C(=O)Nc1ccccc1Sc1ccccc1
4. Cc1ccccc1-c1nc(CS(=O)(=O)CC(=O)Nc2cccc(C(F)(F)F)c2)c(C)o1
5. Cn1nc(C(=O)NNC(=O)c2cccc(Cl)c2)ccc1=O
6. O=C(NNc1cccc(Cl)n1)Nc1ccc(Cl)cc1

Compound,1,2,3,4,5,6
Nrf2 ARE act,-0.3%,0.6%,3.5%,-0.4%,-0.2%,3.1%
Nrf2 block,-8%,.,?,-4%,6%,2%
A549 tox,8%,.,-6%,-6%,1%,-8%
IL-2 act,-1.0,-0.9,-0.5,.,-0.9,-0.6
ATXN viability,i,?,.,i,i,i
HepG2 viability,-7%,-43%,-29%,-83%,18%,-13%
ATXN2 expr inh,-13%,3%,-10%,-14%,-7%,-5%
EPAC2 ag,-9%,11%,9%,.,-1%,-3%
TGFb SMAD3 inh,-3%,?,-18%,?,9%,-8%

7. COCCNC(=O)C1CC(c2ccc(C(F)(F)F)cc2)=NO1 (stereo not drawn)
8. CCOc1ccc2nc(SCC(=O)Nc3ncccn3)[nH]c2c1
9. CCC(C)c1ccc(NC(=O)C2=CC=CN3CCS(=O)(=O)N=C23)cc1 (stereo not drawn)
10. O=C(Nc1ccc(Oc2ccccc2)cc1)c1cnc2n(c1=O)CCS2
11. COc1ccc([C@H]2C[C@@H](O)[C@H](n3cc(COC(=O)c4ccccc4)nn3)CN2C(=O)C2CCCCC2)cc1
12. O=C(NCc1ccc(F)cc1)c1cc2c(cc1Cl)N1CCCCCC1=NS2(=O)=O

Compound,7,8,9,10,11,12
Nrf2 ARE act,0.3%,0.6%,3.3%,-1.3%,-0.8%,-0.7%
Nrf2 block,26%,-10%,15%,?,.,?
A549 tox,5%,0%,1%,-3%,.,0%
IL-2 act,-2.2,-2.1,0.5,-2.0,-1.7,0.1
ATXN viability,i,i,i,i,i,i
HepG2 viability,-13%,-2%,-39%,0%,-20%,-16%
ATXN2 expr inh,-5%,2%,15%,4%,6%,-9%
EPAC2 ag,0%,10%,3%,-3%,-2%,15%
TGFb SMAD3 inh,17%,-21%,-10%,-19%,-16%,12%

13. CCCCN(C(=O)c1cccc(S(=O)(=O)N(CC)c2ccccc2)c1)c1c(N)n(CCCC)c(=O)[nH]c1=O
14. O=C(c1cccc(S(=O)(=O)N2CCCC2)c1)c1cccc(S(=O)(=O)N2CCCC2)c1
15. COc1ccc(C(=O)N2CCN(Cc3cc(OC)c(O)c(OC)c3)CC2)cc1OC
16. CCOC(=O)c1c(NC(=O)c2ccc(S(=O)(=O)N3CCCC(C)C3)cc2)sc2c1CC(C)(C)NC2(C)C (stereo not drawn)
17. COc1cc2oc(=O)c(CC(=O)N3CCCCC3)c(C)c2cc1Cl
18. O=C(N/N=C/c1ccc(OCc2cnc(Cl)s2)cc1)c1ccncc1

Compound,13,14,15,16,17,18
Nrf2 ARE act,-0.6%,-0.4%,2.4%,0.6%,-0.5%,5.3%
Nrf2 block,-27%,8.2µM*,5%,.,14%,?
A549 tox,0%,-15%,0%,-8%,-6%,6%
IL-2 act,-0.3,-0.8,-5.0,.,.,-2.5
ATXN viability,i,i,i,.,i,?
HepG2 viability,-7%,-28%,-6%,13µM*,-2%,-18%
ATXN2 expr inh,-11%,-30%,4%,?,3%,.
EPAC2 ag,-3%,8%,15%,.,.,6%
TGFb SMAD3 inh,-4%,-23%,-2%,?,0%,-28%

19. CCC(C)c1ccc(O)c(NC(=O)c2cncc(Br)c2)c1 (stereo not drawn)
20. O=C(NCCN1CCOCC1)C1CCC(=O)N1C1CCCCC1 (stereo not drawn)
21. COc1ccc(NC(=O)c2cc(Br)ccc2Cl)c([N+](=O)[O-])c1
22. CCC(=O)NC(c1ccco1)c1cc(Cl)c2cccnc2c1OC (stereo not drawn)
23. O=C(CCNS(=O)(=O)c1ccc2c(c1)CCN2C(=O)C1CC1)N1CCN(c2cccc(Cl)c2)CC1
24. CNc1nc(NCc2ccc(C)cc2C)c2sccc2n1

Compound,19,20,21,22,23,24
Nrf2 ARE act,18%,0.2%,5.8%,1.1%,1.4%,-0.4%
Nrf2 block,?,10%,-3%,-7%,.,.
A549 tox,-17%,-1%,2%,-3%,0%,.
IL-2 act,-1.7,-0.5,1.4,0.3,.,-0.6
ATXN viability,i,i,i,i,i,?
HepG2 viability,-31%,-2%,-2%,-3%,-26%,-7%
ATXN2 expr inh,-2%,3%,?,1%,?,?
EPAC2 ag,-12%,3%,13%,-1%,.,5%
TGFb SMAD3 inh,?,?,-11%,?,-30%,11µM*

Ordered by SMILES length (low to high): eight of the compounds above.
6. O=C(NNc1cccc(Cl)n1)Nc1ccc(Cl)cc1
20. O=C(NCCN1CCOCC1)C1CCC(=O)N1C1CCCCC1 (stereo not drawn)
19. CCC(C)c1ccc(O)c(NC(=O)c2cncc(Br)c2)c1 (stereo not drawn)
10. O=C(Nc1ccc(Oc2ccccc2)cc1)c1cnc2n(c1=O)CCS2
21. COc1ccc(NC(=O)c2cc(Br)ccc2Cl)c([N+](=O)[O-])c1
9. CCC(C)c1ccc(NC(=O)C2=CC=CN3CCS(=O)(=O)N=C23)cc1 (stereo not drawn)
4. Cc1ccccc1-c1nc(CS(=O)(=O)CC(=O)Nc2cccc(C(F)(F)F)c2)c(C)o1
23. O=C(CCNS(=O)(=O)c1ccc2c(c1)CCN2C(=O)C1CC1)N1CCN(c2cccc(Cl)c2)CC1

Compound,6,20,19,10,21,9,4,23
Nrf2 ARE act,3.1%,0.2%,18%,-1.3%,5.8%,3.3%,-0.4%,1.4%
Nrf2 block,2%,10%,?,?,-3%,15%,-4%,.
A549 tox,-8%,-1%,-17%,-3%,2%,1%,-6%,0%
IL-2 act,-0.6,-0.5,-1.7,-2.0,1.4,0.5,.,.
ATXN viability,i,i,i,i,i,i,i,i
HepG2 viability,-13%,-2%,-31%,0%,-2%,-39%,-83%,-26%
ATXN2 expr inh,-5%,3%,-2%,4%,?,15%,-14%,?
EPAC2 ag,-3%,3%,-12%,-3%,13%,3%,.,.
TGFb SMAD3 inh,-8%,?,?,-19%,-11%,-10%,?,-30%

Continuation:
25. COc1ccccc1N1CCN(C(CNC(=O)C2CCCCC2)c2cccnc2)CC1 (stereo not drawn)
26. CC#CC[N+](C)(C)CCCCCC
27. Cc1ccc(OC(C)C(=O)N2CCc3ccccc32)c([N+](=O)[O-])n1 (stereo not drawn)
28. COc1ccc(CNC(=O)C2CCN(S(=O)(=O)c3cccc4nsnc34)CC2)cc1
29. COC(=O)c1ccc(CN(C)S(=O)(=O)c2ccc(C)cc2)o1
30. CCCNC(=O)CSc1nnc(NC(=O)C2CC(=O)N(c3ccccc3OC)C2)s1 (stereo not drawn)

Compound,25,26,27,28,29,30
Nrf2 ARE act,-0.7%,-0.7%,-1.7%,0.9%,-0.5%,0.0%
Nrf2 block,?,-27%,.,-9%,-12%,.
A549 tox,-5%,-17%,.,-8%,3%,.
IL-2 act,-2.0,0.0,-0.3,0.2,0.1,-0.6
ATXN viability,i,i,i,i,i,i
HepG2 viability,-9%,2%,-21%,2%,-2%,2%
ATXN2 expr inh,-29%,-8%,.,.,3%,.
EPAC2 ag,2%,7%,7%,2%,14%,5%
TGFb SMAD3 inh,?,3%,6%,17%,8%,7%

31. N#Cc1ccc(-c2ccc(OCC3CNC(=O)O3)cc2)cc1 (stereo not drawn)
32. COc1ccc2c(c1)c1c(c(=O)n(-c3ccccc3C)c(=O)n1CC(=O)N1CCCC1)n2C
33. CCc1ccc(N2CC(C(=O)Nc3ccc4c(c3)OCCO4)CC2=O)cc1 (stereo not drawn)
34. CCCSC(=S)NC1CCS(=O)(=O)C1 (stereo not drawn)
35. O=C(O)c1ccccc1CSc1nc2ccccc2s1
36. Cc1ccc(NC(=O)Nc2ccccc2OCc2cc(=O)n3ccccc3n2)c(Cl)c1

Compound,31,32,33,34,35,36
Nrf2 ARE act,5.7%,-0.3%,0.1%,-3.1%,4.2%,4.6%
Nrf2 block,?,-2%,?,?,?,.
A549 tox,-5%,0%,0%,?,2%,17%
IL-2 act,-0.8,.,0.4,-2.9,-2.9,.
ATXN viability,i,i,i,?,i,.
HepG2 viability,16%,2%,-13%,11µM*,-12%,3%
ATXN2 expr inh,24%,13%,0%,?,48%[activator],.
EPAC2 ag,-2%,.,-11%,4%,3%,.
TGFb SMAD3 inh,-21%,?,2%,11µM*,3%,-1%

37. O=C(COC(=O)c1n[nH]c2ccccc12)Nc1ccccc1
38. CSCCC(NC(=O)COc1ccccc1)C(=O)Nc1ccc(C)cc1 (stereo not drawn)
39. CC(=O)Nc1ccc(N2CCN(c3ccc(C(F)(F)F)cn3)CC2)nc1
40. COc1ccc2nc(N(Cc3cccnc3)C(=O)COc3ccccc3)sc2c1

Compound,37,38,39,40
Nrf2 ARE act,5.0%,0.0%,0.1%,3.6%
Nrf2 block,21%,17%,?,.
A549 tox,2%,-7%,1%,3%
IL-2 act,0.3,0.1,0.4,.
ATXN viability,i,i,i,.
HepG2 viability,5%,-21%,-40%,-11%
ATXN2 expr inh,45%[activator],-3%,-37%,.
EPAC2 ag,1%,-10%,4%,.
TGFb SMAD3 inh,31%[activator],8%,-3%,-16%
